Bioassay records as filed in PubChem.
Vif-A3G inh: inhibitors of Vif-APOBEC3G interaction; Q9HC16; HeLa A3G-eYFP + Vif (tagged APOBEC3G with the HIV-1 protein that degrades it), YFP fluorescence, overnight; Potency, µM (top dose mostly 46.1 µM), for inactives: top-dose activity, negative = active, hits mostly inhibitors; hit rate 0.076% among 410,000;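 also: potency is read from the fitted curve at half-maximal effect; % is scaled to controls: 0 for no effect and ±100 for the full control effect; nearly all actives have a fitted effect of over 60% in size; hits raise eYFP signal because A3G escapes Vif-driven loss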
Target sequence (Q9HC16 whole entry, looked up): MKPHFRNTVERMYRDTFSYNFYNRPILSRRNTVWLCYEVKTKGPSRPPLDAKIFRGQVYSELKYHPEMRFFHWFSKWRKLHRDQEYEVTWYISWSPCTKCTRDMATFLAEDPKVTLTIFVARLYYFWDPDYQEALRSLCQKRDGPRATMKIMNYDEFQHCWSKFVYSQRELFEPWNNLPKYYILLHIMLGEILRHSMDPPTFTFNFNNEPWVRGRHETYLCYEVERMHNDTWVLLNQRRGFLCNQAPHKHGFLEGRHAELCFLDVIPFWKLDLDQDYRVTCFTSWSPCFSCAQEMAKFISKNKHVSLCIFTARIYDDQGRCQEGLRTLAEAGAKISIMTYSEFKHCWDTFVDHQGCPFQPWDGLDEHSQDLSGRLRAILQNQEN
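Read-out is eYFP fluorescence (Ex 488/Em 500-530) from Vif-expressing HeLa A3G-eYFP cells; more signal means A3G escaped Vif-mediated degradation. Cells plated overnight, compound pinned in, incubated overnight at 37 deg C.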
Vif-A3F inh: Vif-A3F binding inhibition; HeLa A3F-eYFP + Vif (tagged APOBEC3F with the HIV-1 protein that degrades it), YFP fluorescence increase; Potency, µM (doses to about 46.1 µM), for inactives: at the top dose activity, negative = active; hit rate 0.2% among 390,000; also: potency is read from the fitted curve at half-maximal effect; % of control where 0% means no effect; nearly all actives have a fitted effect of over 65% in size
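Fluorescence increase (Ex 488/Em 500-530) after overnight compound treatment at 37 deg C flags inhibition of Vif-driven A3F-eYFP loss in stable HeLa A3F-eYFP/Vif cells seeded overnight beforehand.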
RXFP1 ag: agonists of human relaxin receptor RXFP1. Potency, µM (doses to about 57.5 µM), without a hit: at the highest dose activation, usual class: activators. hit rate 0.3% among 370,000. HEK293T-RXFP1 cAMP TR-FRET, 30 min; response scale: percent of porcine relaxin response, buffer zero. Q9HBX9. AID 2676; also: potency is read from the fitted curve at half-maximal effect; % is scaled to controls: 0 for no effect and ±100 for the full control effect; nearly all actives have a fitted effect of over 60% in size; many of its hits are not listed in these tables
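HEK293 cells stably expressing RXFP1, treated 30 min at 37C with compounds plus PDE4 inhibitor Ro 20174; cAMP measured by HTRF TR-FRET. Normalized to buffer and 29 nM porcine relaxin; EC50 by Hill fit.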
GRP78 ERSR act: inducers of ER stress response in human glioma cells; U87-MG GRP78 promoter luciferase reporter, 16 h; Potency, µM, for the others: at the highest dose activation, actives largely listed as activators; hit rate 0.02% among 420,000; also: potency is read from the fitted curve at half-maximal effect; series mostly up to about 76 µM; % of control where 0% means no effect; nearly all actives have a fitted effect of over 35% in size
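Stably transfected U87-MG human glioma cells carrying a GRP78-based luminescent sensor were seeded at 1000 cells/well, pin-dosed with compounds and incubated 16 h. Luciferase reagent was then added, and end-point luminescence was read after 10 min at room temperature.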
D1 agonist: agonists of human D1 dopamine receptor; AID 504660; hit rate 1% among 360,000; P21728; HEK293 T-REx D1 cells, calcium flux, agonist mode; activation, % at 2 µM; in the data active = activation above about 30%; also: 0% is about no effect
Target sequence (P21728 whole entry, looked up): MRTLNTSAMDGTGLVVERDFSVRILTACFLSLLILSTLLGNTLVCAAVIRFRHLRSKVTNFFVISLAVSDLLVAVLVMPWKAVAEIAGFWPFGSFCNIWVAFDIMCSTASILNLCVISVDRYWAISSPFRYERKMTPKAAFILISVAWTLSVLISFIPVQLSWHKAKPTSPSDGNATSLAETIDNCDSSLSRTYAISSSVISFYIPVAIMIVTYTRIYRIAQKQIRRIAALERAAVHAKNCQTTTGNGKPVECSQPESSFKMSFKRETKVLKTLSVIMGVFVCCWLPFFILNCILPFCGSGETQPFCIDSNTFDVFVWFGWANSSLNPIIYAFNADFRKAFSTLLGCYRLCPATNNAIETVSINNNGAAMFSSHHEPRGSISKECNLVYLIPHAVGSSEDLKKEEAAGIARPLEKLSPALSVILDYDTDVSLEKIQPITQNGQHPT
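Tetracycline-induced HEK293 TREx D1 cells, force-coupled to calcium signalling, were dye-loaded with a no-wash calcium kit. Compound was pin-added after a 10 s baseline. Fluorescence was read kinetically at 1 cycle/s for 180 s, with calcium rises flagged as agonism.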
D1 PAM: enhances dopamine response at the human D1 receptor. P21728. HEK293 TREx D1 cells, calcium flux, dopamine EC20 potentiation. potentiation, % at 10 µM. hit rate 0.036% among 360,000. AID 504651; in the data active = potentiation above about 30%; also: 0% is about no effect
D2 potentiator: positive allosteric modulators of human D2 dopamine receptor | P14416 | HEK293 T-REx D2, calcium flux, EC20 dopamine potentiation | potentiation, % at 10 µM | hit rate 0.34% among 340,000 | AID 485347;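 active = potentiation over 3 SD above the plate norm, cut at about 30% in these data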; also: 0% is about no effect
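Using a no-wash calcium dye in inducible, force-coupled HEK293 Trex cells expressing D2, we tracked fluorescence each second for 180 s after compound, then for 180 s after EC20 dopamine to detect augmented signalling.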
D1 antagonist: antagonists of human D1 dopamine receptor | activity change, negative = inhibition, % at 10 µM | hit rate 3.2% among 360,000 | HEK293 TREx D1 cells, calcium flux, dopamine EC80; hits give low values | P21728; in the data active = activity change below about -30%; also: % is scaled to controls: 0 for no effect and ±100 for the full control effect
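Tetracycline-induced HEK293 Trex D1 cells, force-coupled to calcium, dye-loaded; compounds added and read 180 s, then EC80 dopamine added and calcium flux tracked kinetically another 180 s.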
RXFP1 antag: antagonists of human relaxin receptor RXFP1; activity change, negative = inhibition, % at 57.5 µM; hit rate 0.59% among 350,000; AID 1259400; Q9HBX9; HEK293-RXFP1, relaxin-stimulated cAMP HTRF, 30 min; hits give low values;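 active = activity change of -60% or lower, but not beyond a set lower limit; inconclusive = change between -60% and -40%, or beyond the set limit; inactive = change above -40%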; also: % is scaled to controls: 0 for no effect and ±100 for the full control effect
The depositor's hits bear a star; ? = inconclusive; . = no result given; & = joins results of further samples. Unless noted, calls follow the shape of the dose curve; as a rule, active = well fitted curve in the direction sought with a large enough effect; inconclusive = small, poorly fitted or top-dose-only effect, or another doubt; inactive = no such curve, though single readings can be large; an effect the other way counts as inactive or inconclusive.

SMILES | Vif-A3G inh | Vif-A3F inh | RXFP1 ag | GRP78 ERSR act | D1 agonist | D1 PAM | D2 potentiator | D1 antagonist | RXFP1 antag
Cc1ccc(C)c(NC(=O)C2CC3CCC2C3)c1 (centres undefined) | -0.8% | -3.1% | -0.9% | 3.7% | -0.3 | -3.5 | 7.9 | 7.3 | .
C/C(=N\Nc1ccc([N+](=O)[O-])cc1)c1ccc(N2CCOCC2)cc1 | -6.5% | -19.2% | 0.2% | -1.1% | 38.9* | -1.7 | -5.6 | -0.6 | -3.4
CCNCCOC(c1ccccc1)c1ccccc1 | 0.3% | 0.1% | 0.8% | 2.2% | 5.9 | -3.2 | -7.2 | 20.8 | 9.3
O=C(COc1ccc(Cl)cc1Cl)NC(=O)N1CCCCC1 | 1.3% | -3.4% | 0.5% | -0.5% | 0.4 | 0.3 | -23.1 | -8.2 | -9.4
CN(C)S(=O)(=O)c1ccc2c(c1)nc(CCC(=O)NCc1ccc(Cl)cc1)n2C | -1.4% | -8.3% | 2.5% | 0.3% | 1.3 | -2.1 | 4.4 | 17.2 | 5.4
CCOc1ccc(S(=O)(=O)N(CC)CC(=O)NC2CCS(=O)(=O)C2)cc1 (centres undefined) | -6.6% | 2.2% | 2.6% | -1.8% | 2.0 | 2.1 | 3.4 | 0.0 | 2.6
CCCCCCc1cc2cc(S(=O)(=O)c3ccc(F)cc3)c(=O)oc2cc1O | -5.8% | 2.7% | 1.7% | -6.9% | 23.5 | -4.3 | 10.9 | -12.8 | -28.4
Cc1ccc(S(=O)(=O)c2cc(O)ccc2O)cc1C | -1.0% | -10.2% | 1.3% | -0.8% | -2.2 | -5.3 | 1.7 | 10.2 | -8.6
CCOC(=O)c1c(C)[nH]c(C(=O)OCC(=O)c2ccccc2)c1C | -0.2% | -8.1% | -0.1% | -4.1% | 4.7 | -9.8 | 4.4 | 7.5 | -21.4
Cc1ccc(C(=O)O/N=C(\N)c2ccccn2)cc1C | -14.3% | -5.1% | 0.0% | -13.6% | 3.4 | 2.9 | 2.0 | 1.1 | -18.5
COc1ccc(C(=O)Oc2ccc(C)cc2)cc1S(=O)(=O)N1CCOCC1 | 0.1% | -6.9% | . | -2.7% | . | . | . | . | 8.0
COc1ccc(C(=O)N2CCc3cc(OC)c(OC)cc3C2c2cccc([N+](=O)[O-])c2)cc1 (centres undefined) | . | . | 0.5% | . | 3.8 | 1.4 | 7.5 | -7.7 | .
O=C(C1CC(=O)N(c2ccc(F)cc2)C1)N1CCCCCC1 (centres undefined) | -6.1% | 9.0% | 0.5% | 0.3% | -1.7 | 1.0 | 22.2 | -0.3 | -13.3
COc1cccc(Nc2nc(-c3sc(NC(=O)CC(C)C)nc3C)cs2)c1 | 5.8% | 3.3% | 2.2% | -0.7% | 1.1 | -5.3 | -12.3 | -2.3 | .
C/C(=N\NC(=O)c1nnn(-c2nonc2N)c1-c1cccs1)c1cccc(O)c1 | -0.5% | 0.0% | -3.8% | -3.2% | 3.5 | 2.3 | 8.0 | 5.8 | -10.3
COc1cccc2c1cc1c(=O)n(CC(=O)N3CCCCCC3)nc(C)n12 | -1.1% | 5.5% | -0.4% | -3.7% | 1.6 | 4.2 | -11.8 | -9.7 | -1.6
CCOC(=O)C1(Cc2cccc(F)c2)CCN(C(=O)C2CCC2)CC1 | 0.7% | -6.8% | -0.3% | -0.7% | 0.9 | -5.0 | -7.5 | -21.0 | 1.6
CCOC(=O)N1CCC(c2cc(=O)n3[nH]c(-c4ccccc4)cc3n2)CC1 | 0.8% | 0.1% | 4.2% | -1.6% | 0.2 | -5.7 | -13.2 | -9.6 | .
Cc1ccn2c(Nc3ccccc3)c(-c3ccccn3)nc2c1 | 5.8% | 14.6% | -2.0% | -4.9% | 0.9 | -2.7 | . | 4.8 | -9.0
Cc1cccc(OCC(=O)N2CCN(S(C)(=O)=O)CC2)c1 | 1.3% | 5.4% | 3.7% | -1.3% | 2.7 | -11.4 | 1.7 | -0.2 | -3.8
Cc1onc(-c2ccccc2)c1C(=O)OCc1nnc(-c2ccccc2)o1 | -0.8% | 3.1% | 1.6% | 0.3% | 11.3 | -0.8 | -2.7 | 9.7 | -3.4
CC(C)[C@H](NS(=O)(=O)c1ccc2c(c1)OCCO2)C(=O)OCC(=O)Nc1ccccc1Cl | 0.1% | 8.3% | 0.6% | -0.9% | 5.0 | -6.2 | -5.1 | -9.9 | 35.9
O=[N+]([O-])C(C1CCS(=O)(=O)C1)C1CCS(=O)(=O)C1 (centres undefined) | -3.7% | 10.7% | -1.7% | -3.1% | 1.5 | -3.5 | 4.7 | -32.9* | -11.9
O=C1N(c2ccccc2C(F)(F)F)O[C@@]1(c1ccccc1)C1CCCCC1 | -23.4% | -0.5% | 3.3% | 4.7% | 1.5 | 1.4 | 8.2 | . | .
O=C(CSc1nc2ccccc2o1)N1N=C(c2cccs2)CC1c1ccc(F)cc1 (centres undefined) | 0.7% | 1.1% | 0.7% | -1.6% | 6.9 | 5.0 | -4.3 | 25.5 | 18.9
CCOC(=O)C1=C(C)N2C(=C(C#N)[C@@H]1c1ccc(C(=O)OC)cc1)SC[C@@]2(O)C(C)(C)C | 2.1% | -2.7% | 4.2% | -4.1% | 2.4 | -5.8 | . | -5.9 | 3.7
CC(=O)N1CCc2cc(S(=O)(=O)CCC(=O)O)ccc21 | 1.5% | 0.7% | 2.0% | -1.4% | 3.0 | 0.1 | 3.2 | 11.5 | 4.2
COc1ccc(COC(=O)c2ccc(Cl)c(S(=O)(=O)N3CCOCC3)c2)cc1F | -0.1% | -23.3% | -1.0% | -2.9% | 14.4 | -2.4 | 2.3 | -7.2 | -20.0
Cc1ccccc1CNC(=O)c1ccc(CS(=O)Cc2ccc(Cl)cc2)o1 (centres undefined) | 0.7% | -0.3% | -0.3% | 0.0% | 0.6 | -3.5 | 4.4 | 6.4 | 7.4
CC1(C)CC(=O)c2cc(C(=O)NC3CCSC3=O)c(=O)n(-c3ccc(Cl)cc3)c2C1 (centres undefined) | 1.2% | -0.4% | 0.3% | -4.0% | 3.1 | -0.3 | -12.4 | 9.2 | 11.1
Cc1cc2oc(=O)cc(C)c2c(=O)o1 | 3.0% | 4.1% | 0.0% | -2.2% | 0.0 | -2.5 | . | -1.2 | 6.0
Cn1nccc1C(=O)NC1CCCc2c1cnn2-c1ccc(C(C)(C)C)cc1 (centres undefined) | 0.8% | 5.0% | 2.2% | -0.8% | 8.9 | -8.7 | 6.2 | -11.1 | -2.2
COc1ccc(C2N(c3cc(Cl)ccc3OC)C(=O)C3CCCN32)cc1 (centres undefined) | 0.4% | 4.0% | 1.1% | -0.8% | 2.8 | -0.5 | 0.7 | -16.3 | 2.6
COC(C)(C)[C@H](O)COc1c2ccoc2cc2oc(=O)ccc12 | 5.7% | 8.2% | 4.3% | -2.8% | -0.6 | -1.3 | -2.3 | 10.2 | .
CN1CCN(c2nc(-c3cccnc3)nc3ccccc23)CC1 | 1.7% | -2.8% | 0.0% | -3.7%&-3.4% | 4.3 | -8.1 | 11.1 | -5.7 | -16.6
Cc1cccc(Cc2cnc(NC(=O)CN3C(=O)/C(=C/c4ccccc4)SC3=S)s2)c1 | 0.2% | -9.9% | -1.3% | -4.7% | 1.3 | -0.7 | 9.0 | -0.3 | .
O=C(C1CCCN1C(=O)c1cccs1)N1CCN(Cc2ccc3c(c2)OCO3)CC1 (centres undefined) | -1.1% | -10.5% | 2.3% | 0.3% | -1.3 | -0.6 | -19.8 | 9.8 | -2.1
CCN1CCN(C(=O)c2ccc(CS(=O)Cc3ccc(C)cc3)o2)CC1 (centres undefined) | -0.9% | -7.7% | 0.2% | -5.3% | 4.5 | -10.1 | -1.3 | 25.9 | 0.3
CC(Cc1ccccc1)NC(=O)c1cc2ccccc2o1 (centres undefined) | -0.5% | 11.8% | 1.7% | -1.4% | 48.0* | -20.0 | 0.7 | -7.2 | -2.6
Cc1cc(C)cc(OCC(=O)N2N=C(C(F)(F)F)CC2(O)C(C)(C)C)c1 (centres undefined) | -16.8% | 0.8% | 0.3% | -5.1% | 34.2* | -5.6 | 2.8 | -11.9 | -20.2
Cc1cccc(NC(=O)CSc2nnc(C3CC3)n2CC2CCCO2)c1C (centres undefined) | 3.4% | -0.7% | -4.8% | 1.3% | 3.2 | -1.6 | 0.6 | -1.1 | 11.6
Cc1cc(OC(C)C(=O)Nc2c(C(=O)c3ccc(F)cc3)oc3ccccc23)ccc1Cl (centres undefined) | -6.0% | -4.6% | 22.7% | -1.4% | 0.6 | -0.7 | 9.9 | -4.1 | .
O=C(OCC(=O)N1CCOCC1)c1cnc(Cl)c(Cl)c1 | -0.5% | -1.7% | -0.1% | -2.5% | 0.0 | 4.0 | 0.5 | 18.0 | 5.2
CN(C)c1nc(/C=C(\C#N)C(N)=O)c(Cl)n1-c1ccc(F)cc1 | -20.3% | 4.8% | -0.2% | -5.1% | 1.2 | 1.6 | -3.8 | 3.6 | -17.0
Cc1c(O)ccc2c(CN(C)Cc3ccccc3)cc(=O)oc12 | -1.1% | 0.3% | 2.1% | 11.8% | 10.4 | -7.2 | . | -23.1 | 2.4

2 compounds from above, reduced to Vif-A3F inh:
molecule | Vif-A3F inh
CCOC(=O)N1CCC(c2cc(=O)n3[nH]c(-c4ccccc4)cc3n2)CC1 | 0.1%
Cc1ccn2c(Nc3ccccc3)c(-c3ccccn3)nc2c1 | 14.6%

Additional compounds.
SMILES | Vif-A3G inh | Vif-A3F inh | RXFP1 ag | GRP78 ERSR act | D1 agonist | D1 PAM | D2 potentiator | D1 antagonist | RXFP1 antag
Clc1c(-c2ccccc2)nc2ccccn12 | 0.0% | ? | 0.1% | 4.4% | 0.7 | 0.8 | -0.3 | 14.7 | 12.2
CC1(C)Cc2cccc(OCC(=O)NC3CC3)c2O1 | -0.6% | -9.0% | 3.0% | -4.6% | 1.6 | 0.4 | -0.4 | 14.5 | 8.3
Cc1nc(N)nc(N)c1-c1ccc([N+](=O)[O-])cc1 | -2.3% | 9.4% | . | -5.0% | . | . | . | . | -4.5
CC(C)N(C(=O)Nc1ccc2nsnc2c1)C(C)C | -19.4% | 1.4% | 8.9% | -2.5% | 15.8 | 8.7 | -1.2 | 52.2 | 4.8

An excerpt (hit frequency here may not be typical).
